E-sel inducer – induces E-selectin expression in human endothelial cells | HUVEC E-selectin immunofluorescence imaging; normalized: neutral wells 0, TNF-alpha wells 100 | activation, % at 7.58 µM | P16581 | AID 686992 | actives 0.37% (n = 260,000);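 active = mean E-selectin-positive cell signal at least 10% of the positive control, reached in at least 60% of replicates, without over 20% cell loss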;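 also: in these data hits start at about 27%; measured in HUVEC primary endothelial cells; signal is the percent of cells scored E-selectin positive by PE staining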
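Test system: HUVEC; input: 3,000 HUVEC/well; measured by: immunofluorescence imaging; read-out: % PE-positive cells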
Xi reactivation – activators of X-chromosome reactivation in mouse fibroblasts. XiGFP mouse fibroblasts, % GFP-positive cells imaging, 3 d; cells co-treated with 5-aza-dC sensitizer; scaled so ellipticine positive control = 100%. activation, % at 7.58 µM. actives 0.055% (n = 360,000). AID 743238;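 active = mean normalized replicate activation at least 10% and every replicate at or above 10%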;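 also: 0% = median of on-plate neutral control wells and 100% = ellipticine 6 µM median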
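Assay system – SV40-immortalized XiGFP fibroblast cells, line 68-5-11 · Buffer or medium – DMEM supplemented with 5-aza-dC as sensitizing agent · Dosing – one concentration, pinned · Benchmarks – positive control ellipticine, 6 µM final · Times – 3 days compound exposure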
EWS-Fli inh – blocks EWS/Fli oncoprotein-driven transcription; inhibition, % at 12.6 µM; actives 0.67% (n = 350,000); AID 651661; A673 NR0B1-luciferase reporter, viability-normalised;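 active = mean inhibition of at least 50% after viability correction, with every replicate also passing that limit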;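 also: firefly luciferase signal divided by Alamar Blue viability fluorescence both relative to DMSO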
RAD52 inh – blocks human RAD52 DNA annealing | P43351 | recombinant RAD52 DNA annealing, FRET fluorescence | inhibition, % at 18.7 µM | actives 0.46% (n = 360,000) | AID 651710;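 active = every replicate showing at least 50% inhibition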
FN deposit inh – fibronectin deposition inhibition | inhibition, % at 12.6 µM | actives 0.086% (n = 350,000) | AH1F fibroblasts, Alexa488-fibronectin deposition fluorescence, overnight;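 active = mean inhibition across replicates of 30% or more, regardless of how many single replicates reach that level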;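 also: positive control wells lacked labelled fibronectin entirely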
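Measured by – fluorescence 485/525 nm · System – AH1F fibroblast monolayer, labelled fibronectin deposition · Amount – 10000 cells per well · Buffer or medium – serum-reduced DMEM (2% serum) · Doses – single dose, pinned · Also added – fluorescent fibronectin at 24 nM final · Schedule – 1 h cell attachment, overnight exposure to compound and label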
esBAF inh – SWI/SNF esBAF complex inhibition; reporter increase, % at 12.5 µM; actives 2% (n = 350,000); mouse ES cells, Bmi1-luciferase knock-in reporter, 24 h; 100% = twice the neutral-well signal; in the data active = activation above about 40%;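 also: 0% = median of the plate's neutral control wells and 100% = double that signal; a rise in the Bmi1 reporter signal indicates esBAF inhibition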
S100A4 inh HTS – inhibitors of human S100A4 binding to myosin IIA peptide | S100A4/TAMRA-MyoIIA peptide fluorescence polarization | inhibition, % at 10.7 µM | actives 0.14% (n = 360,000) | AID 652163;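 active = mean inhibition of at least 70% across replicates, with every replicate also reaching that level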
Target sequence (P26447 whole entry, looked up): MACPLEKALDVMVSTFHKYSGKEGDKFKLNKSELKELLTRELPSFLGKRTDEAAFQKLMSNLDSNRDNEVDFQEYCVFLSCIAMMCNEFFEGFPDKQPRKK
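Material: S100A4 monomer protein / Buffer or medium: 50 mM HEPES pH 7.2, 10 mM CaCl2, 100 mM KCl / Times: 5 min incubation before reading / Benchmarks: neutral control DMSO, positive control TFP / Reagent: labelled myosin peptide probe, 5 nM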
RAD54 inh – RAD54 (human) branch migration inhibition; actives 0.14% (n = 360,000); inhibition, % at 10.4 µM; Q92698; RAD54 Holliday junction branch migration, FAM/BHQ fluorescence;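 active = mean normalized replicate activity at least 40 and at least half of replicates scoring 40 or more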;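 also: 0% = median of neutral control wells and 100% = median of positive control wells; inhibitors cause a drop in the FAM fluorescence signal; in these data hits start at about 50%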
Target sequence (Q92698 whole entry, looked up): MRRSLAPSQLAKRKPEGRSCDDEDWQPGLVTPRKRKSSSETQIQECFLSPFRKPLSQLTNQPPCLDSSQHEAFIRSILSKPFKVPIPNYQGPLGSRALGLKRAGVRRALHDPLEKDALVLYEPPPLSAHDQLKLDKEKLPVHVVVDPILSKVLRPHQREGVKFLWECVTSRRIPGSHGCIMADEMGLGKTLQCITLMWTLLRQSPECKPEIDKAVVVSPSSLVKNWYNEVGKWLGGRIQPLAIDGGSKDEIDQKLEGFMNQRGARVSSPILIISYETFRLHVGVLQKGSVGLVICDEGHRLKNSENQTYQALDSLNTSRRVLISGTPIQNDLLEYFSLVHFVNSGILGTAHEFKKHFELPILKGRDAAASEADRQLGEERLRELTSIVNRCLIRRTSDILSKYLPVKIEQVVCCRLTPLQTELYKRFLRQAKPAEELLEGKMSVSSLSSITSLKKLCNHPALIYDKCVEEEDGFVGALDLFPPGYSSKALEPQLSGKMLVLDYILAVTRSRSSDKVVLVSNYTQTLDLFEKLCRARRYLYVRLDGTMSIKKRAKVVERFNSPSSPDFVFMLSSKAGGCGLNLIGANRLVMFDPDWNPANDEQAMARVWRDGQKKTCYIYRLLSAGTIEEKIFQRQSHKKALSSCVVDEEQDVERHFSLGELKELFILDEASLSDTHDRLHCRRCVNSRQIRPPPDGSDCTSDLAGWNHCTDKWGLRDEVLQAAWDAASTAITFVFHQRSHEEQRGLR
Numbers without * were called inactive; · = no result given.

SMILES	E-sel inducer	Xi reactivation	EWS-Fli inh	RAD52 inh	FN deposit inh	esBAF inh	S100A4 inh HTS	RAD54 inh
COC(=O)[C@@H](Cc1c[nH]c2ccccc12)NC(=O)c1ccc2c(c1)OCO2	4.0	0.0	-66.1	-11.3	1.9	68.0*	11.4	-3.2
Cc1cccc(NC(=O)CN2C(=S)NC(C)(C)CC2C)c1 (stereo not given)	3.8	0.0	·	·	-11.4	·	·	-7.2
Cc1noc(C)c1NC(=O)Nc1ccc2c(c1)C(=O)N([C@H](C)CO)C[C@@H](C)[C@@H](CN(C)C(=O)NC1CCCCC1)OCCCC[C@H](C)O2	-0.1	0.0	-5.2	1.3	·	-4.7	4.9	-0.2
CN(C)C(=O)C[C@@H]1C=C[C@H](NC(=O)C2CC2)[C@H](CO)O1	0.1	1.0	-1.5	-11.3	4.7	-1.2	-4.9	5.8
CNC(=O)[C@H]1O[C@@H](n2cnc3c(NCc4cccc(I)c4)nc(Cl)nc32)[C@H](O)[C@@H]1O	-0.3	0.1	16.8	-6.2	-2.2	5.4	4.0	-10.1
O=C(NC1CCC1)[C@@H]1[C@@H](CO)[C@@H]2Cn3c(cccc3=O)[C@@H]2N1CC1CCOCC1	-0.1	0.0	-6.4	-12.7	-0.2	-4.3	9.5	1.7
O=C1CSC(c2ccc(Cl)cc2Cl)N1c1ccccn1 (stereo not given)	·	0.1	-9.6	-6.9	-3.6	-5.6	-0.1	·
CNC(=O)C[C@H]1CC[C@@H]2[C@@H](COc3ccc(NC(=O)Nc4ccc(F)cc4)cc3C(=O)N2C)O1	0.0	0.0	-0.2	6.3	-4.9	12.5	11.3	-0.2
COc1cccc(C(=O)N2C[C@@H]3[C@H](c4ccccc42)[C@H](CO)N3Cc2ccccc2F)c1	-0.6	0.0	3.7	-10.8	·	-3.2	-2.7	-8.6
O=C(CN1CCN(c2ccc([N+](=O)[O-])cc2Cl)CC1)N1CCOCC1	·	0.0	7.8	-11.8	-1.5	·	-1.7	-5.1
Cc1ccc(-c2ccc([C@H]3[C@H](CO)N4C(=O)CN(C(=O)c5ccccc5)C[C@@H]34)cc2)cc1	0.1	0.3	-9.9	-11.0	·	·	-6.3	·
C[C@H](CO)N1C[C@H](C)[C@@H](CN(C)Cc2ccc3c(c2)OCO3)OCc2cn(nn2)CCCC1=O	1.4	0.1	-1.6	-5.4	-11.3	4.1	1.8	-18.0
COC(=O)c1cccc(NC(=O)CSc2nnc(C)o2)c1	-0.2	0.3	-3.9	-4.5	2.8	-1.7	-1.6	1.5
CCOc1ccc(NC(=O)CSc2nncc(=O)[nH]2)cc1	·	-0.1	14.7	-8.1	-2.2	-1.8	-1.3	-4.2
Cc1ccc(S(=O)(=O)NC(=S)c2ccccc2)cc1	·	-0.1	-6.8	-5.3	0.3	·	-4.1	2.1
C[C@@H]1CN([C@H](C)CO)C(=O)c2cccc(NC(=O)Nc3cccc4ccccc34)c2O[C@@H]1CN(C)C(=O)NC1CCCCC1	-0.5	-0.2	3.2	-10.4	·	0.0	-4.5	-8.4
COc1ccccc1NS(=O)(=O)c1cc(NC(=O)c2ccc(NC(C)=O)cc2)ccc1N1CCOCC1	-0.4	-0.1	1.6	-30.9	-16.7	4.1	-2.8	-9.9
COc1ccc(NC(=O)CNC(=O)Cn2cnc3sc(C)c(C)c3c2=O)cc1OC	1.1	0.1	·	-9.9	3.3	-4.8	-3.0	3.7
Cc1cccc(C(=O)NC(=S)NCc2ccccc2)c1	0.9	0.1	5.8	-6.9	-10.6	-2.0	10.5	-15.6
C[C@@H]1CCCCO[C@@H](CN(C)C(=O)Nc2ccc3c(c2)OCO3)[C@@H](C)CN([C@@H](C)CO)C(=O)c2cc(NC(=O)Nc3ccc4c(c3)OCO4)ccc2O1	-0.3	0.3	·	-16.9	-12.5	·	-2.9	·

By substructure, the entries above containing an aryl methoxy group (3)
SMILES	E-sel inducer	Xi reactivation	EWS-Fli inh	RAD52 inh	FN deposit inh	esBAF inh	S100A4 inh HTS	RAD54 inh
COc1cccc(C(=O)N2C[C@@H]3[C@H](c4ccccc42)[C@H](CO)N3Cc2ccccc2F)c1	-0.6	0.0	3.7	-10.8	·	-3.2	-2.7	-8.6
COc1ccccc1NS(=O)(=O)c1cc(NC(=O)c2ccc(NC(C)=O)cc2)ccc1N1CCOCC1	-0.4	-0.1	1.6	-30.9	-16.7	4.1	-2.8	-9.9
COc1ccc(NC(=O)CNC(=O)Cn2cnc3sc(C)c(C)c3c2=O)cc1OC	1.1	0.1	·	-9.9	3.3	-4.8	-3.0	3.7

Following part.
SMILES	E-sel inducer	Xi reactivation	EWS-Fli inh	RAD52 inh	FN deposit inh	esBAF inh	S100A4 inh HTS	RAD54 inh
CN(CC(=O)Nc1ccc(Cl)c(S(=O)(=O)N2CCOCC2)c1)C(=O)c1cccs1	·	0.4	5.2	-8.6	-13.8	16.0	10.9	-8.7
O=C(C[C@@H]1CC[C@@H](NC(=O)C2CCOCC2)[C@@H](CO)O1)NCc1ccncc1	-1.0	-0.5	-1.2	-17.2	·	·	2.8	·
COc1ccc(F)cc1CN1CCN(CC(=O)N2CCc3ccccc32)CC1	·	0.0	-4.3	-9.6	5.9	-2.6	1.6	3.5
COc1ccc(S(=O)(=O)N2CCOCC2)cc1NS(=O)(=O)/C=C/c1ccccc1	·	0.0	2.5	-1.8	·	6.2	1.7	·
O=C(COC(=O)c1n[nH]c2ccccc12)NCCc1ccccc1	0.3	0.2	3.6	-6.9	-6.0	13.7	-5.4	-12.3
CC(C)NC(=O)CSc1nc(Cc2ccccc2)nc2ccccc12	-0.2	0.1	10.4	-3.5	-2.3	0.2	3.6	0.3
Cc1c(C(=O)NCc2ccccn2)oc2ccc(S(=O)(=O)N3CCC4(CC3)OCCO4)cc12	0.0	0.0	1.5	-11.8	0.3	·	-5.7	·
O=C1NCCCCC1NS(=O)(=O)c1ccc(F)c(F)c1 (stereo not given)	0.0	0.1	6.6	-17.9	-0.6	10.9	6.4	0.0
COc1ccc2c3c([nH]c2c1)[C@@H](CO)N(C(=O)c1cccc(F)c1)CC31CCN(S(=O)(=O)c2cccs2)CC1	0.6	0.3	-16.5	-4.6	·	·	·	·
COc1cc(C(C(=O)NCc2ccccc2)N(Cc2ccco2)C(=O)c2cnccn2)cc(OC)c1OC (stereo not given)	2.2	-0.7	-1.2	-11.7	7.7	·	-3.7	·
CN(C(=O)c1ccc(NC(=O)Cc2ccc(NC(=O)C3CCCN(C(=O)c4ccccc4)C3)cc2)cc1)C1CCCC1 (stereo not given)	0.0	0.0	-0.5	-19.0	-1.8	4.2	29.9	2.4
O=C1N=C(N2CCOCC2)S/C1=C\c1cccnc1	9.8	0.2	-2.9	-31.7	·	-0.5	0.3	0.9
CC(C)C#Cc1cnc2c(c1)C(=O)N([C@H](C)CO)C[C@@H](C)[C@@H](CN(C)C(=O)Nc1ccc(F)cc1)O2	0.1	-1.1	-1.5	0.4	5.9	2.3	61.4	-8.4
CCOC(=O)C[C@H]1c2cc(F)ccc2S(=O)(=O)N1C(C)(C)C	0.0	0.0	-3.1	-6.0	-1.9	-0.6	1.5	-3.1
Cn1c2ccccc2c2nnc(SCC(=O)Nc3cccc(O)c3)nc21	·	0.0	-19.5	-35.4	-8.3	23.6	3.9	11.2
O=C1C=C(NC2CCCCC2)CCC1	-0.1	-0.3	-4.0	-4.0	-0.3	11.7	-1.7	-0.7
COCC(=O)N(C)C[C@@H]1Oc2ncc(C#Cc3ccc(F)cc3)cc2C(=O)N([C@H](C)CO)C[C@@H]1C	0.1	-1.2	-27.7	1.9	4.7	-4.9	1.7	-2.8
O=S1(=O)CCC(NS(=O)(=O)c2ccc3ccccc3c2)C1 (stereo not given)	0.0	0.0	-2.4	-3.9	-2.7	-6.4	7.5	6.2
O=C(Cc1ccc(S(=O)(=O)N2CCOCC2)s1)NCC(=O)Nc1ccccc1Br	-0.1	0.0	-2.4	-5.5	-2.1	2.9	-8.1	4.2
C[C@H](CO)N1C[C@H](C)[C@@H](CN(C)C)Oc2ccc(NC(=O)NC3CCCCC3)cc2C1=O	·	0.0	-12.3	-2.9	·	-5.9	-3.4	9.6
Cc1ccc(S(=O)(=O)N(C)C[C@@H]2Oc3ccc(NC(=O)Nc4ccc(F)cc4)cc3CC(=O)N([C@H](C)CO)C[C@@H]2C)cc1	2.8	0.4	62.6*	-16.0	·	-2.3	-1.8	1.5
C[C@@H]1CCCCO[C@@H](CN(C)C(=O)CCCN(C)C)[C@@H](C)CN([C@H](C)CO)C(=O)c2cc(NC(=O)Nc3ccc(F)cc3)ccc2O1	0.2	0.2	-4.2	20.7	·	-5.3	9.0	0.1
CCOC(=O)c1ccc(N2C(=O)CC(SCC(=O)Nc3ccc(S(N)(=O)=O)cc3)C2=O)cc1 (stereo not given)	·	0.1	1.2	-16.5	2.0	·	-1.2	·
Cc1cccc(S(=O)(=O)Nc2nc3ccccc3nc2OC(C)C)c1	0.8	0.4	-4.3	2.7	-2.1	2.7	0.5	0.9
Cc1ccccc1CC(=O)Nc1ccc2c(c1)CCC2	·	0.0	-27.1	-3.9	4.9	19.4	-3.7	0.9
CC(=O)c1cccc(NCC(=O)c2ccc(C)c([N+](=O)[O-])c2)c1	0.1	0.6	-3.0	-9.6	0.4	-2.6	0.4	-14.6
COc1ccc(C#Cc2ccc([C@@H]3[C@@H](CO)N4C(=O)CN(C(=O)c5ccccc5)C[C@@H]34)cc2)cc1	-0.2	0.0	·	-1.0	·	·	-1.7	·
Cc1cc(OCC(=O)NCCCn2ccnc2)c2c(C)c(C)c(=O)oc2c1	-0.5	0.0	-1.4	-6.0	2.9	-11.6	-3.7	0.4
CC(C)C(NC(=O)C12CC3CC(CC(C3)C1)C2)C(=O)N/N=C/C1=C(N2CCOCC2)C(=C\c2cccc([N+](=O)[O-])c2)/CC1 (stereo not given)	0.1	-0.1	5.8	-21.4	-0.1	-2.8	-0.9	1.5
CN1c2ccc(-c3ccc(F)cc3)cc2[C@@H]2[C@@H](CCN2S(=O)(=O)c2cccc(F)c2)[C@H]1CO	-0.9	0.2	-7.4	-10.4	8.1	-3.4	-4.7	0.2
Cc1ccc(C)c(NC(=O)CN(C)C(=O)c2cccc(N3C(=O)CCC3=O)c2)c1	·	0.6	-2.5	-2.8	-2.5	·	2.4	-4.6
CN(C)CC#Cc1ccc([C@H]2[C@H]3CN(C(=O)Nc4cc(F)ccc4F)CCCCN3[C@H]2CO)cc1	0.0	0.2	-4.5	9.2	·	·	-3.7	3.7
O=C(CCC(=O)N1CCc2ccccc2C1)NCCc1ccc(Cl)cc1	·	0.1	-2.8	-10.0	2.0	5.2	-49.6	-1.1
CN(C)S(=O)(=O)c1cccc(NC(=O)NCCCl)c1	-0.4	-0.2	-2.2	-5.6	4.2	·	-3.2	·
O=C(CC1SC(N2CCOCC2)=NC1=O)Nc1ccccc1F (stereo not given)	-1.0	0.4	1.8	-10.0	5.1	-11.0	-9.2	11.4
O=C(NCc1cccnc1)c1ccc(COc2ccccc2Br)o1	·	·	8.5	-0.3	·	-6.2	-1.0	4.4
COc1cccc(/C=C2\SC(=S)N(c3cccnc3)C2=O)c1OC	·	1.5	-0.6	-9.7	·	·	1.8	·
